BL2 CD40 inh: CD40 pathway inhibition in BL2 cells; BL2 NF-kB luciferase reporter, CD40L-induced, 4 h; inhibition, % at 10 µM; 83,000 compounds, 0.94% hits;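 active = mean inhibition of at least 50% with a set share of replicates also reaching that level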;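 note: 0% = neutral control wells and 100% = IKK inhibitor VII at 50 µM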
An asterisk follows results filed as active; [ ] = dose if it differs, or a comment. Not all compounds are listed; the hit share may differ from the screen's.

| mol | BL2 CD40 inh |
| --- | --- |
| O=C1NCCOCn2nncc2CC[C@H]1Cc1cccc(Cl)c1 | -9[25 µM] |
| COc1ccc(N2C(S)=C(C#N)C(=O)NC23CCCCC3)cc1 | -26 |
| C/C=C/c1ccc([C@@H]2[C@@H](CO)N(C(C)=O)[C@@H]2CNC(=O)CC2CC2)cc1 | 12 |
| COCC(=O)N1CC(=O)N2[C@H](C1)[C@@H](c1ccc(-c3ccccc3F)cc1)[C@@H]2CO | -15[25 µM] |
| CCc1noc(C)c1C(=O)N1CC(C)OC(C)C1 (stereo not drawn) | 1 |
| O=C(Nc1cccc(S(=O)(=O)NC2=NCCC2)c1)c1ccc(F)cc1 | 7 |
| C[C@@H]1CCCCO[C@H](CN(C)C(=O)Nc2ccccc2)[C@H](C)CN([C@H](C)CO)C(=O)c2cc(NC(=O)Nc3ccccc3)ccc2O1 | 10[25 µM] |
| COc1ccc(/C=C/C(=O)OCC(=O)N2CCc3ccccc32)cc1 | -8 |
| O=C1C2C3C=CC(CC3)C2C(=O)N1c1ccc(Br)cc1 (stereo not drawn) | 1 |
| CCN=C1SC(C(=O)Nc2ccccc2)CC(=O)N1CC (stereo not drawn) | -7 |
| O=C(O)C1(c2ccccc2)CCN(S(=O)(=O)c2cccs2)CC1 | 16 |
| O=C(Nc1ccccc1C(F)(F)F)N1CCC(N2CCCCC2)CC1 | -5 |
| CN(CC(=O)Nc1ccc(SC(F)F)cc1)C1CCCCC1 | -1 |
| O=C(COc1ccccc1)N1CCN(c2ncccn2)CC1 | 8 |
| Cc1sc2ncnc(N3CCC(C(=O)N(C)CC(=O)Nc4ccc(Cl)c(C(F)(F)F)c4)CC3)c2c1C | 23 |
| Clc1ccc(-c2nnc(-c3cccc4ccccc34)o2)cc1 | -51 |
| O=C(NCc1ccccc1Cl)c1ccc2nnsc2c1 | -1 |
| C[C@H](O)C#Cc1ccc([C@@H]2[C@H](CO)N3CCCCN(CC4CC4)C[C@@H]23)cc1 | -6[25 µM] |
| CCc1nc2n(n1)C(O)c1cc([N+](=O)[O-])ccc1S2 (stereo not drawn) | 11 |
| CCOC(=O)C1(C)CCN1C(=O)c1ccc(Cl)cc1Cl (stereo not drawn) | 5 |
| CC1(C)Cc2c(C#N)c(SCc3nc4ccccc4[nH]3)nc(N3CCOCC3)c2CO1 | 1 |
| CC(=O)NC1C(OCc2ccccc2)OC(COC(C)=O)C(OC(C)=O)C1OC(C)=O (stereo not drawn) | 7 |
| CCN(CC)C(=O)CN1C(=O)c2cccc3cccc(c23)C1=O | 14 |
| CNC(=O)c1c(C)noc1C | 15 |
| CO[C@H]1CN(C)C(=O)c2cc(NC(=O)C3CCCCC3)ccc2OC[C@@H](C)N(Cc2cccnc2)C[C@@H]1C | -2[25 µM] |
| Cc1cccc(Oc2coc3cc(OC(=O)c4cncc(Br)c4)ccc3c2=O)c1 | -64 |
| O=C(OCC(=O)c1c[nH]c2ccccc12)c1ccco1 | -92 |
| CC(NCc1nc2ccccc2n1C)C12CC3CC(CC(C3)C1)C2 (stereo not drawn) | -12 |
| Cc1cccc(-c2c3c(=O)n(C)c(=O)n(C)c3cn2-c2ccc(O)cc2)c1 | 0 |
| CC(C)Oc1ccc(C(=O)O)c(C(=O)O)c1 | 11 |
| CCC1NC(=O)c2ccccc2N1c1cccc(Cl)c1 (stereo not drawn) | -4 |
| N#Cc1ccc(OCC(=O)OCC(=O)N2CCc3ccccc32)cc1 | 6 |
| CNC[C@H]1OCCCC[C@@H](C)Oc2ccc(N)cc2C(=O)N([C@H](C)CO)C[C@H]1C | 1[25 µM] |
| COc1cc(NC(=O)c2ccc(N3CCCC3=O)cc2)cc(OC)c1 | -46 |
| Cn1c(=O)oc2cc(S(=O)(=O)NC3CCCCCCC3)ccc21 | 9 |
| c1ccc(Cc2nnc3sc(-c4ccc5c(c4)OCCO5)nn23)cc1 | -7 |
| CC1(C(=O)NCc2ccc(Cl)cc2)CCN1C(=O)Cc1cccs1 (stereo not drawn) | 8 |
| O=C(Nc1ccc(F)cc1)N1CC(=O)N2[C@@H](CO)[C@H](c3ccc(C#Cc4cccnc4)cc3)[C@@H]2C1 | -2[25 µM] |
| CCCNC(=O)Nc1ccc2c(c1)C(=O)N(C)[C@H]1CC[C@H](CC(=O)Nc3ccc4c(c3)CCCC4)O[C@@H]1CO2 | 21[25 µM] |
| COc1ccccc1-c1ccc([C@@H]2[C@@H](C#N)N(C(=O)C3CC3)[C@H]2CO)cc1 | -4 |
| Cc1cccc(NC(=O)CNC(=O)c2sc3ccccc3c2Cl)n1 | -31 |
| C[C@H]1CN([C@@H](C)CO)C(=O)c2ccccc2-c2ccccc2CO[C@H]1CN(C)C(=O)c1ccc(F)cc1 | 9[25 µM] |
| CCOC(=O)c1cc(C#N)c(N2CCCNCC2)nc1C(F)(F)F | -11 |
| O=C(O)CC(CC(=O)Nc1ccc(-c2ccccc2)cc1)c1ccccc1 (stereo not drawn) | 14 |
| COCCCN1C(=O)C(CC(=O)NCCN2CCOCC2)CC(C(=O)N2CCCCCC2)=C1C (stereo not drawn) | 6 |
| CC1(C)CC(=O)c2cnn(-c3nc4ccccc4[nH]3)c2C1 | 9 |
| CC=Cc1ccc2n(c1=O)C[C@@H]1[C@@H](CO)[C@H](C(=O)N(C)C)[C@H]2N1C(=O)c1ccccc1 (mixture of isomers) | -4[25 µM] |
| C[C@H](CO)N1C[C@H](C)[C@@H](CN(C)C(=O)NC2CCCC2)OCc2cnnn2CCCC1=O | -5[25 µM] |
| CS(=O)(=O)N1CCCC(C(=O)NCCCN2CCc3ccccc3C2)C1 (stereo not drawn) | 9 |
| CN(C)CCNC(=O)C(=O)Nc1ccc2c(c1)N(S(=O)(=O)c1cccs1)CCC2 | -33 |

(list continues)
| mol | BL2 CD40 inh |
| --- | --- |
| COc1ccc(NC(=S)Nc2ccc(N(C)C(C)=O)cc2)cc1 | -6 |
| COCCCNc1nc(N)c([N+](=O)[O-])c(NCC2CCCO2)n1 (stereo not drawn) | 7 |
| CCCC#Cc1ccc([C@@H]2[C@@H](C#N)N(S(C)(=O)=O)[C@@H]2CO)cc1 | -4[25 µM] |
| CN(Cc1cccc2ncccc12)C(=O)CC1C(=O)NCCN1Cc1ccc(F)cc1 (stereo not drawn) | -3 |
| O=S(=O)(NCc1ccc2c(c1)OCO2)c1ccc2oc3ccccc3c2c1 | 13 |
| CC1C(=O)N2CCCc3cc(S(=O)(=O)N4CCN(c5cccc(Cl)c5)CC4)cc1c32 (stereo not drawn) | 6 |
| Cc1nn(C)cc1S(=O)(=O)Nc1ccccc1Br | 5 |
| COc1ccccc1C1CC(=O)Nc2cc3c(cc21)OCCO3 (stereo not drawn) | -3 |
| c1ccc(COc2ccc(OCCCN3CCCC3)cc2)cc1 | 2 |
| Cc1ccccc1N1CCN(C2CCCN(C(=O)c3cnsn3)C2)CC1 (stereo not drawn) | 0 |
| Cc1oncc1C(=O)Nc1cccc2ccccc12 | 1 |
| Cn1c(=O)c2c(ncn2CCCc2ccccc2)n(C)c1=O | -6 |
| O=C(COC(=O)c1ccc(S(=O)(=O)N2CCCCC2)cc1)Nc1ccccc1Cl | 4 |
| O=C(Nc1cccn(Cc2c(F)cccc2Cl)c1=O)NC1CCCCC1 | 10 |
| CCCCCCn1c(C(C)O)nc2ccccc21 (stereo not drawn) | -3 |
| COc1ccc(C(=O)Nc2ccc3nc(C)sc3c2)cc1OC | -38 |
| C/C=C/c1ccc([C@@H]2[C@@H](CO)N(c3ncc(CC)s3)[C@H]2C#N)cc1 | -11[25 µM] |
| C[C@@H]1CCCCO[C@@H](CN(C)C(=O)Nc2ccccc2)[C@H](C)CN([C@@H](C)CO)C(=O)c2cc(NC(=O)Nc3ccccc3)ccc2O1 | 6[25 µM] |
| O=C(Nc1ccccc1)c1ccc(NCCN2C(=O)CCC2=O)c([N+](=O)[O-])c1 | -5 |
| C/C=C/c1ccc([C@H]2[C@@H](CO)N[C@@H]2CN(Cc2cccnc2)C(=O)C2CC2)cc1 | 0[25 µM] |

6 successive records from above:
| mol | BL2 CD40 inh |
| --- | --- |
| CCCCCCn1c(C(C)O)nc2ccccc21 (stereo not drawn) | -3 |
| COc1ccc(C(=O)Nc2ccc3nc(C)sc3c2)cc1OC | -38 |
| C/C=C/c1ccc([C@@H]2[C@@H](CO)N(c3ncc(CC)s3)[C@H]2C#N)cc1 | -11[25 µM] |
| C[C@@H]1CCCCO[C@@H](CN(C)C(=O)Nc2ccccc2)[C@H](C)CN([C@@H](C)CO)C(=O)c2cc(NC(=O)Nc3ccccc3)ccc2O1 | 6[25 µM] |
| O=C(Nc1ccccc1)c1ccc(NCCN2C(=O)CCC2=O)c([N+](=O)[O-])c1 | -5 |
| C/C=C/c1ccc([C@H]2[C@@H](CO)N[C@@H]2CN(Cc2cccnc2)C(=O)C2CC2)cc1 | 0[25 µM] |

The results go on:
| mol | BL2 CD40 inh |
| --- | --- |
| CO[C@H]1CN(C)C(=O)c2cc(NC(=O)c3cccc(F)c3)ccc2OC[C@H](C)N(C)C[C@@H]1C | 1[25 µM] |
| O=S(=O)(NCCNS(=O)(=O)c1cccs1)c1cccs1 | 1 |
| COc1ccc(-n2c(SCc3cccc4ccccc34)nnc2-c2ccccc2)cc1 | 32 |
| CCCC(=O)N1CC2(C1)CN(Cc1ccccc1F)[C@@H](CO)c1c2c2ccc(OC)cc2n1C | 8[25 µM] |
| O=C1CCNc2c(Cl)cc(Cl)cc21 | 5 |
| CCC(C(=O)OCC(=O)Nc1ccc2[nH]c(=O)[nH]c2c1)c1ccccc1 (stereo not drawn) | 1 |
| COC(=O)[C@@H](NC(=O)NCc1ccccc1F)C(C)C | 6 |
| OC(COCc1ccccc1)CN1CCCC1 (stereo not drawn) | 9 |
| CN(CC(=O)Nc1ccc(Cl)cc1)C(=O)CCc1nc2sc3c(c2c(=O)[nH]1)CCCC3 | -3 |
| CC1(Cc2ccccc2Cl)C(=O)Nc2ccc(OC(F)(F)F)cc21 (stereo not drawn) | 16 |
| O=C(CN1CCN(c2cccc(C(F)(F)F)c2)CC1)N(C1CC1)C1CCS(=O)(=O)C1 (stereo not drawn) | -4 |
| Cc1cc(NC(=O)c2ccc(C#N)cc2)n(-c2ccccn2)n1 | 7 |
| COc1ccc(NC(=O)COC(C)=O)cc1OC | 7 |
| CN(C)c1ccc2c(c1)[C@@H]1C[C@@H](CC(=O)N3CCOCC3)O[C@@H](CO)[C@@H]1O2 | -4[25 µM] |
| CC(C)NC1(C(N)=O)CCN(Cc2ccccc2)CC1 | 9 |
| COc1cccc(C(=O)Nc2ccc3c(c2)C(=O)N(C)C[C@@H](OC)[C@H](C)CN(C(=O)C2CCCC2)[C@@H](C)CO3)c1 | 4 |
| O=C(c1ccc(N2CCC3(CC2)OCCO3)c([N+](=O)[O-])c1)N1CCOCC1 | -23 |
| O=C(COc1ccccc1)Nc1nonc1NC(=O)COc1ccccc1 | -3 |
| C[C@H](CO)N1C[C@H](C)[C@H](CN(C)Cc2cccc(O)c2)OCc2ccccc2-c2c(n(C)c3ccccc23)C1=O | -3 |
| CCC(C)N(C(=O)Cn1nc(C)c([N+](=O)[O-])c1C)C1CCS(=O)(=O)C1 (stereo not drawn) | 12 |
| O=C(c1ccc2snnc2c1)N1CCSCC1 | 0 |
| C[C@H]1CN([C@@H](C)CO)C(=O)c2ccccc2-c2ccccc2CO[C@H]1CN(C)C(=O)[C@@H]1CCCN1C | -12[25 µM] |
| CCC(C)[C@H](NC(=O)N1CCN(C)CC1)C(=O)OC (stereo partly drawn) | 5 |
| C[C@@H](NC(=O)C[C@@H]1C[C@@H]2c3cc(NC(=O)NC4CCCC4)ccc3O[C@@H]2[C@@H](CO)O1)c1ccccc1 | 3 |
| COc1ccc(S(=O)(=O)N(C)C[C@H]2OCCCC[C@H](C)Oc3ccc(NC(=O)Cc4ccccc4)cc3C(=O)N([C@@H](C)CO)C[C@H]2C)cc1 | 15[25 µM] |
| O=C(NC1CCN(Cc2ccccc2)C1)c1cc(S(=O)(=O)N2CCOCC2)ccc1Cl (stereo not drawn) | -2 |
| CC(=O)N1CCN(c2ccc(OCC3COC(Cn4ccnc4)(c4ccc(Cl)cc4Cl)O3)cc2)CC1 (stereo not drawn) | -9[25 µM] |
| O=C(NCc1ccccc1)C1CCCN(c2cnccn2)C1 (stereo not drawn) | 4 |
| Cc1cc2ncn(C(=O)c3c(-c4ccccc4)noc3C)c2cc1C | -4 |
| c1ccc(-c2csc3ncnc(N4CCc5ccccc5C4)c23)cc1 | 26 |

Some of these compounds in order of molar mass, low to high.
| mol | BL2 CD40 inh |
| --- | --- |
| O=C(c1ccc2snnc2c1)N1CCSCC1 | 0 |
| CCC(C)[C@H](NC(=O)N1CCN(C)CC1)C(=O)OC (stereo partly drawn) | 5 |
| O=C(NCc1ccccc1)C1CCCN(c2cnccn2)C1 (stereo not drawn) | 4 |
| Cc1cc2ncn(C(=O)c3c(-c4ccccc4)noc3C)c2cc1C | -4 |
| O=C(NC1CCN(Cc2ccccc2)C1)c1cc(S(=O)(=O)N2CCOCC2)ccc1Cl (stereo not drawn) | -2 |
| C[C@H]1CN([C@@H](C)CO)C(=O)c2ccccc2-c2ccccc2CO[C@H]1CN(C)C(=O)[C@@H]1CCCN1C | -12[25 µM] |

Continuation:
| mol | BL2 CD40 inh |
| --- | --- |
| Cc1cccc(NC(=O)CC2Nc3cccc4cccc(c34)NC2=O)c1 (stereo not drawn) | -12 |
| COc1ccc(NC(=O)Nc2cccc3c2O[C@H](CN(C)Cc2ccc(C(=O)O)cc2)[C@@H](C)CN([C@H](C)CO)C3=O)cc1 | 4[25 µM] |
| O=C(O)c1cccc(S(=O)(=O)N2CCC(Cc3ccccc3)CC2)c1 | 4 |
| Cn1c(=O)c2c(nc(Oc3ccc4ccccc4c3)n2C)n(C)c1=O | 18 |
| CCc1nnc(NS(=O)(=O)c2ccc(NC(=O)c3ccco3)cc2)s1 | 3 |
| O=C(NC1CCC(O)CC1)c1cc(-c2ccco2)nc2ccccc12 (stereo not drawn) | 13 |
| O=C(CCNC(=O)c1ccco1)NCCN1C(=O)S/C(=C\c2ccc(F)cc2)C1=O | -18 |
| C[C@@H]1CN([C@@H](C)CO)C(=O)c2ccccc2-c2ccccc2CO[C@@H]1CN(C)C(=O)Nc1ccc(-c2ccccc2)cc1 | -4[25 µM] |
| O=C(CCCN1C(=O)c2cccc3cccc(c23)C1=O)OCC(=O)N1CCCCC1 | -3 |
| Cc1nn(-c2ccccn2)c2c1-c1nc(N3CCOCC3)ncc1CC2 | -16 |

Screening results deposited in PubChem by Broad Institute.
